# Lipid droplet = hepatic lipid droplet formation modulation | inhibition, % at 6.5 µM | actives 0.4% (n = 240,000) | AML12 mouse hepatocytes, oleate lipid droplets, BODIPY imaging;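 active = lipid droplet intensity inhibited by at least 50%, with more than 500 cells counted; inconclusive = wells with under 300 cells, treated as cytotoxic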
#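 System: AML12 hepatocytes (mouse). Probe or stimulus: oleic acid at 100 µM to induce lipid droplet formation. Times: overnight treatment with compound plus oleate. Detection: Image-based BODIPY and DAPI two-channel analysis. Evaluation: percent inhibition of filter-corrected integrated lipid droplet intensity per well.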
# K1F lysis inhibition = inhibition of K1F phage lysis, E. coli UTI89, bacterial capsule biogenesis inhibitors, alamar blue (AID 488966); E. coli UTI89 K1F phage lysis, alamar blue, 2 h; higher % means a stronger effect; one-dose inhibition, % at 100 µM; IC50 in µM for titrated hits; actives 0.02% (n = 340,000);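 active = phage lysis inhibition, versus mean bacterial control, above a set limit; inconclusive = no clear call, values can overlap the other calls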;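 also: capsule biogenesis inhibitors block K1F phage lysis so surviving cells raise fluorescence; higher fluorescence means more inhibition of phage lysis; actives were called in the ten point dose series up to 300 µM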
# Myeloid diff 2 = compounds promoting myeloid differentiation; ER-HoxA9 myeloid progenitors, lysozyme-GFP differentiation, flow cytometry; calls only at 10 µM; actives 1% (n = 360,000); AID 624256;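 active = normalized GFP-positive differentiation at or above the plate's own cutoff, the solvent-only control mean plus 3 SD; inconclusive = no clear call, values can overlap the other calls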;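 also: cells exposed to compound for four days before flow analysis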
# CSM14.1 death rescue = protection against thapsigargin-triggered cell killing – 384-well, CSM14.1, ATP luminescence, primary screen (AID 1222). CSM14.1 thapsigargin-induced death rescue, ATP luminescence; higher % means a stronger effect. cellular ATP content (survival), % at 20 µM; hits with a dose series show EC50 in µM. 190,000 tested, under 10 active;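 active = EC50 below 50 µM in the dose-response confirmation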;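 also: death triggered by thapsigargin at about 15 µM added after 2 h compound pretreatment; cell ATP read after overnight thapsigargin exposure of roughly 18 to 22 hours; normalized against plate controls of thapsigargin alone and 5% DMSO vehicle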
# M1AAP inhibition = malaria alanyl aminopeptidase activity blockers – biochemical, fluorogenic H-Leu-NHMec substrate, 1536-well (AID 1445); one-dose inhibition, % at 30 µM; IC50 in µM for titrated hits; actives 0.42% (n = 220,000); recombinant M1AAP, H-Leu-NHMec fluorogenic kinetic assay; higher % means a stronger effect;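 active = primary inhibition above the hit cutoff, then over 50% inhibition at one or more dose response concentrations, cut at about 23% in these data, passing the limit was not always enough; inconclusive = conflicting primary data, or primary hits not chosen for dose response; inactive = low primary inhibition, or under 50% at every dose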;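 also: plate controls were DMSO full reaction for no effect and no enzyme background for full effect; strong numbers were not always called active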
# PMI inhibition = human PMI inhibitors, high substrate, primary screen, biochemical, fluorescence intensity, high mannose 6-phosphate (AID 1220); recombinant PMI enzyme, coupled fluorescence intensity; higher % means a stronger effect; inhibition, % at 20 µM, or IC50 in µM where a hit was titrated; actives 0.66% (n = 190,000)
# TNAP activators = stimulation of alkaline phosphatase TNAP activity – biochemical, luminescent, no phosphate acceptor, uHTS, primary screen (AID 1001); purified TNAP, luminescent activation assay, no phosphate acceptor; higher activation fold means a stronger effect; one-dose activation fold at 20 µM; EC50 in µM for titrated hits; actives 0.03% (n = 200,000); in the data active = activation fold from about 3, or a potency from the dose series; inactive = the rest, 99 in 100 with activation fold below about 1.6; also: many of its hits are not listed in these tables
# WT yeast gro inh = growth inhibition of WT yeast, mitochondrial fusion screen; inhibition, % at 10 µM; actives 2.1% (n = 190,000); mitochondrial fusion phenotypic screen, WT strain; in the data active = inhibition above about 58%; tested in S. cerevisiae
# PMI inhibitors = MPI enzyme activity inhibition – biochemical, fluorescence intensity, coupled assay, primary screen (AID 1209) | inhibition, % at 20 µM; hits with a dose series show IC50 in µM | actives 0.42% (n = 190,000) | purified PMI enzyme, coupled fluorescence intensity; higher % means a stronger effect;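 also: plate controls were DMSO vehicle for no effect and wells lacking substrate for full effect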
# WT yeast gro inh mutant strain = recorded beside WT yeast gro inh, whose call it bears; inhibition, %; mitochondrial fusion phenotypic screen, mutant strain inhibition
# Lipid droplet cells 6.5 µM = second read-out of Lipid droplet, no call of its own (marks repeat the call); cell count; measured here: cell count, cytotoxicity flag;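 cells counted across two imaged fields per well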
# Myeloid diff 2 GFP+ MAC1+ % = further read-out of Myeloid diff 2, marked with its call; GFP+ MAC1+ double positive, %; measured here: differentiation confirmed by MAC1 staining
# Active calls of the source: *; i = inactive; u = inconclusive; x = no result given; + = active, no number; [ ] = another dose, or the depositor's remark. Rule as the data show it, unless noted: active = inhibition above about 50%; inactive = the rest.
# Order of results: Myeloid diff 2	PMI inhibitors	Lipid droplet cells 6.5 µM	PMI inhibition	CSM14.1 death rescue	WT yeast gro inh mutant strain	Lipid droplet	WT yeast gro inh	M1AAP inhibition	TNAP activators	Myeloid diff 2 GFP+ MAC1+ %	K1F lysis inhibition
Cc1nc(Oc2ccccc2)c2oc3ccccc3c2n1
→ i	7%	747	3%	3.2%	30	-11	18	0%	1.1	1.7	5.9%
CCC(CC)C(=O)c1c[nH]c(C(=O)NCCc2ccccn2)c1
→ i	-3%	x	-2%	-1.7%	-15	x	0	1%	1.2	0.4	0.4%
Cc1ccc(Cn2cc(SCC(=O)Nc3nccs3)c3ccccc32)cc1
→ i	6%	683	6%	-1.9%	9	-8	12	7%	1	4.8	-0.3%
CCn1c(N2CCN(C(=O)C34CC5CC(CC(C5)C3)C4)CC2)nc2ccccc21
→ i	14%	663	12%	-2.3%	47	-23	0	1%	1.1	0.5	-0.1%
Fc1cnc(N/N=C/c2ccc(-c3ccc(Br)cc3)o2)nc1N1CCOCC1
→ i	x	715	x	x	x	20	x	15%	x	0.9	0.7%
O=C(Nc1cccc(C(F)(F)F)c1)c1cccnc1N1CCOCC1
→ i	-40%	735	-34%	-0.7%	-6	3	-5	11%	1	0.6	1.4%
N=C1CCCN1CC(=O)c1cccs1
→ i	8%	730	16%	0.6%	3	-10	-7	2%	1.1	0.8	-0.2%
O=C(O)C1Cc2ccccc2CN1C(=O)CSc1nnc2ccccn12 (stereo unspecified)
→ i	7%	723	17%	1.1%	18	-4	-11	5%	1	0.0	0.1%
COc1ccc(N2CCN(C(=O)/C=C/c3ccco3)CC2)cc1
→ i	-17%	699	1%	-0.4%	15	3	1	-2%	1	0.5	0.2%
COc1cc(OC)cc(C(=O)N2CCN(C3CCN(Cc4ccccc4)CC3)CC2)c1
→ i	9%	674	-7%	-2.7%	24	-6	-23	-5%	1	6.0	1.2%[50 µM]
CC1Oc2ccccc2C=C1/C=C1/SC(N2CCOCC2)=NC1=O (stereo unspecified)
→ i	5%	x	27%	0.1%	-14	x	-8	6%	1	1.8	5.0%
COc1cccc2c3c(c(C)nc12)CC(C)O3 (stereo unspecified)
→ i	14%	761	11%	-4.3%	-1	3	-6	4%	1.1	0.6	-1.3%
CCCCN(C(=S)Nc1cccc(C)c1C)c1c(N)n(CCC)c(=O)[nH]c1=O
→ i	9%	701	8%	0.6%	0	10	-5	6%	1.1	1.0	-0.1%
Cc1sc(-c2ccccn2)nc1OC(=O)c1ccc(Cl)c(Cl)c1
→ i	1%	x	8%	-2.1%	-8	x	-1	3%	1.2	2.9	0.8%
CCc1ccc2c(c1)c(N=NC1=NC(=O)CS1)c(O)n2CC
→ i	-11%	x	-9%	-0.8%	11	x	-7	17%	0.9	0.6	-0.2%

# The closing 2 entries of the part above open the next one.
# Order of results: Myeloid diff 2	PMI inhibitors	Lipid droplet cells 6.5 µM	PMI inhibition	CSM14.1 death rescue	WT yeast gro inh mutant strain	Lipid droplet	WT yeast gro inh	M1AAP inhibition	TNAP activators	Myeloid diff 2 GFP+ MAC1+ %	K1F lysis inhibition
Cc1sc(-c2ccccn2)nc1OC(=O)c1ccc(Cl)c(Cl)c1
→ i	1%	x	8%	-2.1%	-8	x	-1	3%	1.2	2.9	0.8%
CCc1ccc2c(c1)c(N=NC1=NC(=O)CS1)c(O)n2CC
→ i	-11%	x	-9%	-0.8%	11	x	-7	17%	0.9	0.6	-0.2%
COc1cccc(N2CCN(C(=O)c3c(C)nn(-c4ccccc4)c3C)CC2)c1
→ i	-4%	698	5%	-9.0%	-12	-1	27	1%	1	0.6	-0.1%
COCCn1c(SCc2nc3sc(C(=O)OC)c(C)c3c(=O)[nH]2)nc2ccccc21
→ i	-18%	x	-24%	-1.0%	3	x	3	-1%	0.9	1.0	0.0%
Cc1nc2ccccc2n1CC(O)COCC1CC=CCC1 (stereo unspecified)
→ +	5%	806	0%	-0.9%	3	6	8	5%	1	3.1*	0.0%
CCc1ccc(C(=O)COC(=O)c2ccc(-c3nnc(-c4ccccc4)o3)cc2)cc1
→ i	2%	x	-7%	-1.1%	x	x	x	-1%	1.1	0.7	0.5%
COc1ccc(CCN=C(N)NS(=O)(=O)c2ccc(F)cc2)cc1
→ i	-1%	717	2%	-0.4%	5	17	-2	4%	1.1	0.4	0.1%
O=C(C1CCCN(Cc2cccc(F)c2)C1)N1CCCCC1 (stereo unspecified)
→ i	7%	815	-1%	-1.2%	16	14	-5	11%	0.9	0.7	0.1%
CNC(=S)NNC(=O)c1sccc1OCc1ccc(Cl)cc1Cl
→ i	4%	x	3%	-1.4%	10	x	12	3%	1	1.3	0.1%
Cc1ccccc1-c1nc(CS(=O)(=O)CC(=O)NCCCN2CCCC2=O)c(C)o1
→ i	-4%	662	-1%	x	-15	-71	-5	2%	1.1	3.4	-2.2%
COc1ccc(CN(C(=O)/C=C/c2ccccc2Cl)C2CCS(=O)(=O)C2)cc1 (stereo unspecified)
→ i	x	669	x	x	x	-18	x	8%	x	0.4	-1.0%
Cc1ccc(CNC(=O)Cn2c(=O)c3sccc3n(Cc3ccc([N+](=O)[O-])cc3)c2=O)cc1
→ i	19%	651	5%	-1.9%	17	10	-3	-2%	1	0.3	1.7%[50 µM]
Cc1ccc(-n2cc(CNCCCn3cccn3)c(-c3cccc(C)c3)n2)cc1
→ i	x	688	x	x	x	19	x	3%	x	0.0	0.2%
CCCCOc1cccc(C2(C(=O)O)CCCC2)c1
→ i	15%	754	8%	3.1%	-1	-3	-6	10%	1.1	2.1	0.5%
Cn1c(C(=O)NCCN2CCc3ccccc3C2)cc2c(=O)n(C)c3ccccc3c21
→ i	-23%	x	-4%	0.3%	12	x	36	12%	0.9	4.0	4.8%
Cc1cc2n(n1)C(c1cn(-c3ccccc3)nc1C)Nc1ccccc1-2 (stereo unspecified)
→ i	-10%	x	-3%	-1.7%	1	x	10	9%	1	2.7	-0.3%
COc1ccc(N/N=C(/C(C)=O)N2CCCc3ccccc32)cc1
→ i	x	686	x	x	x	14	x	1%	x	0.3	0.0%
NC(=O)CNC(=O)[C@@H]1CC2(CC(c3ccc(Cl)cc3)=NO2)CN1C(=O)c1ccc(Br)cc1 (stereo partly specified)
→ i	17%	x	20%	4.5%	-8	x	2	2%	1.1	0.6	0.7%
O=C(Nc1ccc2c(c1)OCCO2)NC12CC3CC(CC(C3)C1)C2
→ i	-1%	761	-8%	2.0%	-6	-5	-2	-8%	1.3	0.5	0.6%
COCCNC(=S)N=Nc1c(O)[nH]c2c(C)cc(C)cc12
→ i	-15%	677	-4%	-0.6%	13	3	-3	10%	0.8	0.3	0.3%
O=C(Nc1nc2ccsc2c(=O)s1)c1ccc(Cl)cc1
→ i	x	696	x	x	x	-12	x	-2%	x	0.5	0.8%
CCOC(=O)N1CCC(c2nc(C)sc2C(=O)O)CC1
→ i	6%	x	1%	-1.9%	-3	x	4	5%	1.1	7.3	-0.3%
COCC(=O)n1nc(-c2ccc(Cl)cc2)nc1NCc1ccc(F)cc1
→ i	-11%	759	-9%	-0.5%	-13	-30	3	3%	1	0.7	-0.1%
Cc1ccc(C(C(=O)NC2CCCCC2)N(CCC(C)C)C(=O)CNC(=O)c2ccco2)o1 (stereo unspecified)
→ i	3%	x	4%	7.1%	8	x	6	7%	1.1	0.0	-1.1%
Cc1cc(NC(=O)CN2CCCC(C)C2)no1 (stereo unspecified)
→ i	1%	766	-10%	-2.0%	-7	8	-2	-8%	1.1	0.6	-1.1%
Cc1cccc2cc(CN(Cc3cccs3)C(=S)NCC3CCCO3)c(=O)[nH]c12 (stereo unspecified)
→ i	19%	641	10%	-1.7%	12	-6	20	-2%	1	1.2	4.7%
COC(=O)[C@H](CCSC)NC(=O)NC1CC1
→ i	x	663	x	x	x	0	x	4%	x	0.5	1.2%
O=C(Oc1cccnc1)c1cc(S(=O)(=O)N2CCCCC2)ccc1Cl
→ i	-4%	779	-9%	-0.6%	-9	-1	-12	-1%	1.1	0.5	0.2%
O=C(Nc1ccc(F)c([N+](=O)[O-])c1)C1CC(=O)N(Cc2ccccc2)C1 (stereo unspecified)
→ i	9%	668	12%	2.3%	2	1	-3	-4%	1.1	0.9	0.3%
Cc1ccc(-c2cc(C(=O)N/N=C/c3c(C)nn(-c4ccccc4)c3C)[nH]n2)cc1
→ x	20%	x	23%	-1.5%	22	u	53	2%	0.2	x	-0.1%
COc1cccc(CC2(CO)CCCN(C/C=C/c3ccccc3OC)C2)c1 (stereo unspecified)
→ i	20%	639	11%	-3.6%	14	-25	6	1%	1	0.0	1.9%
Cc1oc(C(=O)O)cc1COc1cccc2cccnc12
→ i	5%	x	36%	6.1%	-9	x	12	-3%	1.1	0.5	0.1%
Cc1nc(N2CCOCC2)nc(N2CCN(c3ccccc3)CC2)c1[N+](=O)[O-]
→ i	-6%	x	-1%	-0.2%	1	x	1	2%	1	0.6	0.8%
CN(C)/C=N/C(=S)Nc1ccc(Cl)c(Cl)c1
→ i	7%	655	3%	0.4%	20	-36	11	3%	1	0.3	-1.3%
Cc1ccc2oc(=O)c3cnn(CC(=O)NCCN(C)C)c3c2c1
→ i	2%	723	3%	0.0%	7	-1	8	2%	1.1	2.8	1.5%
O=C(COc1cccc2c1CCN(Cc1ccc(Br)cc1)C2=O)NCc1ccco1
→ i	10%	606	6%	2.3%	-10	-13	13	-2%	1.1	1.3	0.7%
O=Nc1c(O)n(Cc2cccc(Cl)c2)c2ccccc12
→ i	-4%	x	-2%	-0.7%	9.6*	x	67*	0%	1	1.6	-0.8%
Cc1ccc(-c2nn(-c3ccccc3)c3[nH]c(=O)c(CNCCN(C)C)cc23)cc1
→ x	6%	757	1%	-4.7%	x	-5	x	x	1	x	x
CCN(CC)S(=O)(=O)c1ccc2oc(C(=O)NC(C)C)c(C)c2c1
→ i	15%	789	14%	0.8%	-13	0	-14	11%	1	0.6	0.2%
COc1ccc(S(=O)(=O)N2CCCCCC2)cc1NC(=O)Cc1cc(OC)c(OC)c(OC)c1
→ i	7%	670	7%	0.3%	-14	9	-13	6%	1.2	1.2	2.6%
Cc1ccc(S(=O)(=O)N2CCOCC2)cc1C(=O)NC(=S)N(Cc1ccccc1)C(C)C
→ i	9%	648	13%	3.9%	-8	14	14	2%	1.1	0.6	3.0%[50 µM]

# Assay outcomes deposited in PubChem by several laboratories.

# An unsorted share of the library; about 4.6% have a hit in one of these screens.
